FAS-TE inh – blocks the thioesterase domain of human fatty acid synthase; AID 602261; inhibition, % at 15 µM; recombinant FAS-TE, OMFH fluorogenic substrate, fluorescence endpoint; 360,000 tested, 0.67% active;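 active means compounds whose normalised, plate-corrected inhibition of enzyme fluorescence in the single-dose primary screen is 50% or more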;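 further: 0% = DMSO with enzyme and 100% = substrate without enzyme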
MsrA inh – bovine MsrA inhibition; 360,000 tested, 0.75% active; purified bovine MsrA, absorbance read-out; AID 651718; inhibition, % at 15.5 µM; in the data active means inhibition above about 4.5%;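 further: 0% = vehicle wells with enzyme and 100% = reference inhibitor wells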
MsrA act – activators of bovine methionine sulfoxide reductase A; purified bovine MsrA, absorbance read-out; activation, % at 10.6 µM; 360,000 tested, 0.3% active; in the data active means activation above about 7.5%;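 further: 0% = vehicle and 100% = reference activator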
eLon inh – inhibitors of E. coli Lon protease; P0A9M0; purified E. coli Lon protease, fluorescence polarization; inhibition, % at 7.94 µM; 360,000 tested, 0.42% active; AID 602123; in the data active means inhibition above about 13%, passing the limit was not always enough;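 further: 0% = enzyme with probe and DMSO and 100% = no enzyme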
TbMetRS inhib – blocks T. brucei methionyl-tRNA synthetase activity. purified T. brucei MetRS, ATP depletion, Kinase-Glo luminescence. inhibition, % at 11.9 µM. 360,000 tested, 0.4% active. AID 624268;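 active means inhibition above a per-plate cutoff of the control wells' mean inhibition plus 3 SD, cut at about 5.5% in these data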;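 further: 0% = DMSO wells median and 100% = median of wells with control inhibitor compound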
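Dosing: 11.9 µM single point; system: parasite MetRS enzyme; technique: luminescence of leftover ATP; times: 15 min enzyme-compound preincubation, 2 h reaction, 10 min detection, 25 °C; replicates: each compound tested once; read-out basis: percent inhibition relative to median high and low control wells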
Neddylation inh – inhibitors of human cullin neddylation; 360,000 tested, 0.58% active; calls only at 25 µM; P61081+Q13564; TR-FRET cullin neddylation, biochemical; in the data active means inhibition above about 36%
PABP1 MLLE inh – inhibitors of microRNA-mediated deadenylation, human PABP1 MLLE binding | P11940 | GST-MLLE / FITC-PAM2 fluorescence polarization | inhibition, % at 20 µM | 360,000 tested, 0.36% active | AID 588489; in the data active means inhibition above about 35%, passing the limit was not always enough;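 further: plate controls were DMSO wells with GST-MLLE for no effect and wells lacking GST-MLLE protein for full effect; some results filed as inactive read as strong as hits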
Rin1-Abl PPI inh – inhibitors of human Rin1-Abl protein interaction | inhibition, % at 7.35 µM | P00519+Q13671 | 360,000 tested, 0.4% active | TR-FRET Rin1/Abl binding, biochemical; in the data active means inhibition above about 5%, passing the limit was not always enough
CSN inh – CSN deneddylation inhibition. Q92905. Purified CSN, SCF-Nedd8-OG deneddylation, fluorescence polarization. inhibition, % at 12.5 µM. 360,000 tested, 0.38% active;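 active means pattern-corrected inhibition above about 35%, with an unprinted fluorescence ratio check between 0.5 and 1.5, limit read from the data, passing the limit was not always enough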;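 further: 0% = enzyme with substrate and 100% = substrate without enzyme; some results filed as inactive read as strong as hits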
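Test system: purified human Csn5 enzyme expressed in HEK293T cells. Amount: 0.24 nM enzyme. Reagent: SCFSkp2-Nedd8OG substrate at 10 nM final. Schedule: 90 min incubation of compound, enzyme and substrate at room temperature. Detection: fluorescence polarization. Read-out: % inhibition of substrate cleavage by Csn5.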
Active calls of the source: *; i = inactive; x = no result given.

Value order – FAS-TE inh, MsrA inh, MsrA act, eLon inh, TbMetRS inhib, Neddylation inh, PABP1 MLLE inh, Rin1-Abl PPI inh, CSN inh
COc1ccc(CCNC(=O)C2CCN(S(=O)(=O)c3cc(OC)ccc3OC)CC2)cc1
  -1.9, 0.2, 1.9, -0.2, -0.9, i, -3.2, -1.6, -2.4
CCOC1(OCC)C(c2ccc(Cl)cc2)C(C#N)(C#N)C1(OCC)OCC (configuration not stated)
  18.0, 0.2, -0.7, -2.4, -0.1, i, -11.8, -2.5, 5.2
COC(=O)c1sc2nc(C)nc(SCC(=O)C(C)(C)C)c2c1C
  16.9, 0.3, -2.1, -9.8, -0.7, i, -3.7, 1.6, 2.3
CCOC(=O)CN1C(=O)S/C(=C\c2ccc(-c3ccc(C(=O)O)c(Cl)c3)o2)C1=O
  3.9, 0.0, -5.4, -11.3, -1.2, i, -9.0, -4.9, 21.0
O=C(NC(=S)Nc1cccc2cc(O)ccc12)c1ccccc1Br
  11.8, 1.6, -1.8, -3.6, -0.2, i, 33.3, -1.4, -3.4
Cc1oc(-c2nc3ccccc3n2C)cc1C(=O)c1ccccc1
  12.5, 2.2, -2.1, -6.6, -0.8, i, 4.8, -2.3, 4.3
CCOC(=O)C(=O)c1c(-c2ccc(C)cc2)nc2ccccn12
  31.3, 0.8, -2.7, 6.3, -0.3, i, 2.0, -5.0, 2.8
C=CCC1c2cccc(C(=O)O)c2C(=O)N1c1ccc(Cl)cc1 (configuration not stated)
  -6.1, -0.4, -0.2, -0.7, -0.5, i, 3.6, 1.4, 0.0
CCOCc1nnc(NC(=O)CS(=O)(=O)c2ccc(C)cc2)s1
  -1.7, 0.8, -1.9, 10.4, -0.2, i, 15.5, 0.7, -10.0
O=CNc1cc(-c2cccc(F)c2)cn2c(-c3ccc(F)c(Cl)c3)cnc12
  21.6, -0.8, -5.5, -19.6, 0.8, i, -15.6, 2.9, 4.5
Cc1onc(-c2ccccc2)c1C(=O)OCC(=O)NC(=O)c1ccccc1
  4.8, -0.3, -2.7, -8.0, -0.2, i, 4.9, -0.9, 2.5
O=C1CC[C@@H]2CC(N3CCN(c4ccccc4)CC3)C[C@@H]3CCN1[C@H]23 (some centres not stated)
  -13.4, -0.6, -0.1, -1.8, -0.4, i, -1.4, 0.5, -5.4
CS(=O)(=O)N(CC(=O)NC1CCCC1)Cc1ccc(F)cc1
  -7.4, -0.5, -3.0, -1.7, -0.5, i, -10.7, 1.6, 1.3
O=C(N/N=C\c1cn[nH]c1-c1ccccc1)c1cccs1
  -6.8, 1.3, -1.0, 0.5, -0.8, i, 2.2, 0.1, -2.0
CC(NS(=O)(=O)c1ccc2c(c1)C(C)(C)C(=O)N2C)c1ccccc1 (configuration not stated)
  -4.9, -0.7, -2.5, 2.1, 0.1, i, -11.7, -1.3, -5.0
C[C@H]1CN([C@@H](C)CO)C(=O)Cc2cc(NC(=O)CCC(F)(F)F)ccc2O[C@H]1CN(C)Cc1ccc(C(F)(F)F)cc1
  10.3, -0.3, -0.1, -13.4, -0.4, i, -5.9, -1.2, -1.7
CCOc1ccccc1CNC(=O)CCCn1ccc2cc(S(=O)(=O)N3CCCC3)ccc21
  6.4, 1.1, 0.1, -0.5, -0.2, i, 9.2, 2.2, -3.7
COCC1=C(C(=O)OC(C)OC(=O)OC(C)C)N2C(=O)[C@@H](NC(=O)/C(=N\OC)c3csc(N)n3)[C@H]2SC1 (some centres not stated)
  -1.8, -0.2, -9.2, 3.7, -1.6, i, 5.2, -3.8, 2.7
Cc1ccc2c(c1)c(C)c(C)n2CC(O)Cn1nc(C)c(Br)c1C (configuration not stated)
  16.8, 0.5, 0.3, 14.8*, -0.8, i, -33.8, -6.1, 15.4
CCC(C)NC(=O)Nc1ccc(Br)cc1Cl (configuration not stated)
  -1.2, -0.1, -10.3, -1.4, -0.9, i, 5.8, 0.8, 0.6
Cc1ccc(N(CC(=O)NCc2ccco2)C(=O)CNS(=O)(=O)c2ccc(F)cc2)c(C)c1
  4.1, -0.4, -10.7, 6.7, -1.1, i, -3.2, 1.2, -0.2
COc1ccc(OC)c(C2=NOC(C(=O)NCc3cccs3)C2)c1 (configuration not stated)
  0.7, 0.3, -5.2, -7.7, -1.4, i, 20.9, 1.2, 4.2
CCn1c(SCC(=O)c2ccc(Br)cc2)nnc1C(C)NC(=O)Cc1ccc(OC)cc1 (configuration not stated)
  -8.3, -0.4, -7.7, 0.6, -0.8, i, -9.2, 0.0, 1.7
NC(Cc1cnc[nH]1)c1csc(Nc2ccc(C(F)(F)F)cn2)n1 (configuration not stated)
  -14.0, 1.8, -2.3, 11.6, -0.3, i, -11.4, 0.0, 2.4
Cc1coc2cc3oc(=O)c(CCC(=O)N4C[C@H]5C[C@@H](C4)c4cccc(=O)n4C5)c(C)c3cc12
  -4.3, 1.1, -1.7, -0.1, 1.0, x, 9.8, -5.3, 1.1
COc1ccc(NS(=O)(=O)c2ccc(SC)cc2)c(OC)c1
  8.6, 0.4, -5.6, -6.2, -0.4, i, 2.4, 2.5, -1.9
COc1ccc(C)cc1NC(=O)Nn1cnnc1
  -5.0, 0.7, 0.7, -13.3, -0.6, i, -2.9, -9.4, -2.0
Cc1[nH]c2ccccc2c1C(=O)CSc1ccccn1
  0.5, -0.2, -9.0, 3.5, -0.9, i, 5.6, 2.4, -6.7
COc1ccc2nc(NC(=O)c3ccc([N+](=O)[O-])o3)sc2c1
  57.5*, 2.1, -2.9, 4.0, -0.2, i, -12.8, -1.1, 4.6
Cc1c(Br)c([N+](=O)[O-])nn1CC(=O)Nc1ccc2nc3n(c(=O)c2c1)CCCC3
  4.5, -0.6, -2.7, -5.7, -0.6, i, -9.7, -1.4, -2.8

4 compounds from above, ordered by the value under CSN inh, low to high.
| structure | MsrA inh | MsrA act | eLon inh | TbMetRS inhib | Neddylation inh | PABP1 MLLE inh | Rin1-Abl PPI inh | CSN inh |
| --- | --- | --- | --- | --- | --- | --- | --- | --- |
| Cc1[nH]c2ccccc2c1C(=O)CSc1ccccn1 | -0.2 | -9.0 | 3.5 | -0.9 | i | 5.6 | 2.4 | -6.7 |
| COc1ccc(C)cc1NC(=O)Nn1cnnc1 | 0.7 | 0.7 | -13.3 | -0.6 | i | -2.9 | -9.4 | -2.0 |
| COc1ccc2nc(NC(=O)c3ccc([N+](=O)[O-])o3)sc2c1 | 2.1 | -2.9 | 4.0 | -0.2 | i | -12.8 | -1.1 | 4.6 |
| Cc1ccc2c(c1)c(C)c(C)n2CC(O)Cn1nc(C)c(Br)c1C (configuration not stated) | 0.5 | 0.3 | 14.8* | -0.8 | i | -33.8 | -6.1 | 15.4 |

The listing picks up, starting 2 compounds before the break.
Value order – FAS-TE inh, MsrA inh, MsrA act, eLon inh, TbMetRS inhib, Neddylation inh, PABP1 MLLE inh, Rin1-Abl PPI inh, CSN inh
COc1ccc2nc(NC(=O)c3ccc([N+](=O)[O-])o3)sc2c1
  57.5*, 2.1, -2.9, 4.0, -0.2, i, -12.8, -1.1, 4.6
Cc1c(Br)c([N+](=O)[O-])nn1CC(=O)Nc1ccc2nc3n(c(=O)c2c1)CCCC3
  4.5, -0.6, -2.7, -5.7, -0.6, i, -9.7, -1.4, -2.8
COc1ccc(-c2csc(C(C)(NC(C)=O)c3ccc(OC)cc3)n2)cc1 (configuration not stated)
  1.5, -1.5, -4.2, -5.3, -0.2, i, 6.5, 2.9, -1.7
CCOC(=O)c1ccccc1-n1nnnc1C
  -2.4, -0.3, -7.5, 2.8, 0.0, i, 4.9, 0.8, 0.0
COc1cccc(/C=N/Nc2nc(-c3cccnc3)nc3ccccc23)c1
  8.7, 2.0, -2.5, -18.1, 0.0, i, 7.1, -2.2, 17.9
CCC1CCCCN1C(=O)c1noc(C(C)C)c1[N+](=O)[O-] (configuration not stated)
  -2.8, 0.1, 4.9, 12.2, 0.1, i, 9.1, 0.5, 0.8
Cc1cccc(NC(=O)CSc2nnc(CSc3nc(C)cc(C)n3)n2Cc2ccco2)c1
  2.5, 1.1, -0.5, -6.9, -0.2, i, -13.8, 0.3, -0.8
O=C(Nc1nnc(-c2ccc3c(c2)OCCO3)o1)C1CCCCC1
  -2.1, 0.0, -2.7, -6.9, 0.1, i, -6.6, -1.5, -0.6
CSCCC(/C(O)=C(\C#N)c1nc2ccccc2[nH]1)N1C(=O)c2ccccc2C1=O (configuration not stated)
  3.6, 1.5, -3.6, 4.2, 0.0, i, -13.8, -0.1, -1.7
Nc1ccn([C@@H]2O[C@H](CNC(=O)[C@@H](Cc3cccnc3)NC=O)[C@@H](O)[C@H]2O)c(=O)n1
  -8.5, 2.5, -2.9, -5.0, -0.5, i, 10.6, -5.4, 1.9
C#CCOCCOCCOCCNc1nc(N2CCN(C(=O)[C@H](CCCCN)n3cc([C@@H](N)C(C)CC)nn3)CC2)nc(N2CCN(C(=O)[C@H](Cc3ccc(O)cc3)n3cc([C@@H](N)CC(C)C)nn3)CC2)n1 (some centres not stated)
  -8.1, -0.8, 1.2, -2.2, -0.2, i, -10.8, 0.7, -1.0
COc1ccc(NC(=O)C[C@H]2C(=O)N(c3ccc(Br)cc3)C[C@@H]2C)cc1
  1.6, -0.4, -1.6, -2.3, -0.3, i, 3.1, -2.2, 1.5
O=C(CCN1C(=O)c2ccccc2S1(=O)=O)N1CCN(c2cccc(Cl)c2)CC1
  13.8, -0.6, -4.3, -4.2, 0.1, i, 12.5, -0.3, -4.4
COCCCN1C(=O)C(=O)/C(=C(/O)c2ccc(S(=O)(=O)N3CCCCC3)cc2)C1c1ccc(OC)cc1 (configuration not stated)
  -5.4, -0.7, -2.1, 5.8, -0.5, i, 12.1, 2.3, 2.0
O=C(CNS(=O)(=O)c1ccc(F)cc1)N1CCCC1
  -10.9, -0.4, -5.5, 8.0, -0.3, i, 4.0, 0.0, 1.5
C#CCn1cnc2c(cnn2-c2ccc(C)c(C)c2)c1=O
  -4.9, 0.9, 0.1, -3.5, -0.2, i, -2.8, 2.0, -1.9
O=C(O)C(Cc1cc2ccccc2[nH]1)N1C(=O)C2CC=C(Cl)CC2C1=O (configuration not stated)
  -4.4, -0.7, -3.0, -7.3, -0.8, i, -7.0, -1.3, 1.6
O=C(COC(=O)C1CC1)Nc1ccc2[nH]c(=O)[nH]c2c1
  -7.7, 0.0, -8.3, 6.0, -1.1, i, -17.4, -0.3, 1.5
CNc1oc(-c2ccc(OCc3ccccc3)cc2)nc1C#N
  9.6, 0.4, -1.0, 4.8, -0.4, i, -6.2, -0.5, 0.0
CCOC(=O)C1CCCN(C(=O)c2ccc3c(c2)NC(=O)C(N2CCOCC2)S3)C1 (configuration not stated)
  -7.9, 0.2, -2.1, -2.5, -0.7, i, 3.7, -0.8, -4.2
O=C1[C@H](Oc2ccccc2)[C@@H](c2ccncc2)N1c1ccncc1
  -6.6, 1.1, -2.2, -3.6, -1.1, i, -4.6, -5.9, -5.6
